Screens as filed in PubChem BioAssay.
inhibitors of VEEV: inhibitors of VEEV TC-83 cytopathic effect, confirmation, Vero cells (AID 588727); Vero cells, VEEV TC-83 cytopathic effect inhibition; higher % means a stronger effect; one-dose inhibition, % at 20 µM; IC50 in µM for titrated hits; 0.13% of 350,000 active; in the data active = a potency from the dose series; note: strong numbers were not always called active
Salmonella PhoP GFP: PhoP regulon inhibitors, Salmonella typhi PhoP promoter GFP reporter, confirmatory (AID 1850) | Salmonella Typhi PhoP-promoter GFP reporter, fluorescence, 4 h; higher % means a stronger effect | one-dose inhibition, % at 50 µM; IC50 in µM for titrated hits | 0.33% of 310,000 active; in the data active = a potency from the dose series;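 note: 0% = induced wells with vehicle and 100% = uninduced wells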
* marks the source's active call; other numbers are inactive results; i = inactive; x = not tested or not shown.

smiles,inhibitors of VEEV,Salmonella PhoP GFP
CC1C/C=C/C=C/C=C/C=C/C(O[C@@H]2O[C@H](C)[C@@H](O)[C@H](N)[C@@H]2O)CC2OC(O)(CC(O)CC3OC3/C=C/C(=O)O1)CC(O)C2C(=O)O (some centres undefined),x,-2%
COc1ccc2c(c1)O[C@@H](c1ccc3c(c1)OCO3)[C@H](OC(=O)Nc1cc(OC)c(OC)c(OC)c1)C2=O,x,-3%
O=c1c(O)c(-c2ccc(O)cc2O)oc2cc(O)cc(O)c12,x,-4%
COc1ccc(-c2noc(-c3cc(Cl)ccc3Cl)n2)cc1OC,x,-4%
COCCCn1c(-c2ccc(OC)cc2)nc2nc3ccccc3nc21,x,-9%
COC(=O)[C@@]1(Cc2ccc(OC)cc2)[C@H]2c3cc(C(=O)N4CCCC4)n(Cc4ccc(C)o4)c3C[C@H]2CN1C(=O)c1ccccc1,x,-5%
COC(=O)[C@@]1(Cc2ccc(OC)cc2)[C@H]2c3cc(C(=O)N4CCCC4)n(CCN4CCNC4=O)c3C[C@H]2CN1C(=O)c1ccccc1,x,-2%
O=C(CSc1ncnc2c1cnn2CCc1ccccc1)Nc1ccc(F)cc1,x,-9%
CCOC(=O)c1nnn(-c2nc(OC)nc(N3CCCCC3)n2)c1-c1ccccc1,x,-3%
COc1ccc(Cl)cc1C(=O)NC1CC(C)(C)NC(C)(C)C1,1.1%,x
O=c1c2cc(C(F)(F)F)ccc2sn1-c1ccccc1,i,x
CCN(c1ccccc1)S(=O)(=O)c1cccc(C(=O)Nc2cccc(C)n2)c1,11%,x
COc1ccc(CCNC(=O)CNC(=O)N2CC(=O)Nc3ccccc32)cc1,i,x
COc1cccc(CN(C)C[C@@H]2OCc3ccccc3-c3c(n(C)c4ccccc34)C(=O)N([C@@H](C)CO)C[C@H]2C)c1,2.3%,x
CCOC(=O)C1=C(COC(=O)C2CC(=O)N(c3ccccc3CC)C2)NC(=O)NC1C (centres undefined),4.8%,x
COc1cc(C(=O)N(Cc2ccccc2)c2cccc(C)c2)ccc1OCC(=O)N1CCOCC1,2.8%,x
COc1ncnc2c1ncn2CCCN(C)Cc1ccco1,1.5%,x
Clc1ccc(Br)c(-c2nc3ccccc3[nH]2)c1,1.0%,x
Nc1ccccc1CCc1ccccc1N,1.3%,x
COCC#Cc1cnc2c(c1)C(=O)N([C@H](C)CO)C[C@H](C)[C@@H](CN(C)S(=O)(=O)c1ccccc1)O2,0.6%,x
CN1CC(O)(C(O)C(O)C(O)CO)SC1=S (centres undefined),i,x
O=C(Cn1cc(C(F)(F)F)ccc1=O)Nc1ccc2c(c1)OCO2,0.7%,x
C=CCSc1nc2c(N)ncnc2n1C1OC(CO)C(O)C1O (centres undefined),i,x
CCc1ccc(OCC(=O)O/N=C(\N)c2ccccn2)cc1,2.8%,x

Part of the list above, with each value named.
> O=C(CSc1ncnc2c1cnn2CCc1ccccc1)Nc1ccc(F)cc1
  inhibitors of VEEV = x | Salmonella PhoP GFP = -9%

> Clc1ccc(Br)c(-c2nc3ccccc3[nH]2)c1
  inhibitors of VEEV = 1.0% | Salmonella PhoP GFP = x

(listing goes on)
smiles,inhibitors of VEEV,Salmonella PhoP GFP
CC1CCN(C(=O)c2ncn3c2c(=O)[nH]c2ccccc23)CC1,0.8%,x
Cc1ccc(S(=O)(=O)N2C[C@H]3C(=O)C[C@@H](c4cccc(Cl)c4)N(S(=O)(=O)c4ccc(C)cc4)[C@H]3C[C@H]2c2ccc(Cl)cc2)cc1,i,x
CCCCn1c(N)c(N(Cc2ccccc2OC)C(=O)C(C)Oc2cccc(Cl)c2)c(=O)[nH]c1=O (centres undefined),0.8%,x
COc1ccc(CCNC2(C#N)CCCCC2)cc1OC,0.5%,x
C[C@@H]1CN([C@@H](C)CO)C(=O)CCCn2cc(nn2)CO[C@H]1CN(C)S(=O)(=O)c1ccccc1F,2.0%,x
C[C@@H]1CN([C@H](C)CO)C(=O)CCCn2nncc2CO[C@@H]1CN(C)S(=O)(=O)c1ccc(Cl)cc1,0.3%,x
COC(=O)c1ccccc1N=NNc1ccc([N+](=O)[O-])cc1,0.8%,x
COc1ccccc1N1CCN(C(=S)NC(=O)c2ccc([N+](=O)[O-])cc2)CC1,i,x
O=C(CN1CCN(C(=O)CNC(=O)c2ccc(-c3ccccc3)cc2)CC1)Nc1ccccc1Cl,7.3%,x
COc1cccc(C(C)=NNc2ccc([N+](=O)[O-])cc2[N+](=O)[O-])c1OC,0.5%,x
C[C@H]1CN(c2ccccc2)C(=O)[C@@H]1CC(=O)Nc1ccc(Br)cc1,i,x
CCc1ccc(/C=C2\SC(=S)N(CCCC(=O)N(CCO)c3ccccc3)C2=O)cc1,11%,x
O=C(COC(=O)c1ccc([N+](=O)[O-])o1)Nc1ccc2c(c1)OC(F)(F)O2,3.0%,x
CC(NC(=O)COC(=O)C1CCN(c2ccc(C(F)(F)F)cn2)CC1)c1ccccc1 (centres undefined),0.1%,x
Cc1ccc(NC(=O)c2cc(S(=O)(=O)N3CCCCC3)ccc2N2CCOCC2)c(C)c1,3.5%,x
C(=Nn1cnnc1)c1ccc2c(c1)CCC2,2.1%,x
CCC(Sc1nc2ccsc2c(=O)n1Cc1ccc(C(=O)O)cc1)C(=O)Nc1cc(Cl)ccc1C (centres undefined),0.1%,x
COC1OCC(O)C(NC(=O)N(C)N=O)C1O (centres undefined),1.3%,x
C[C@H]1CN([C@@H](C)CO)C(=O)CCCn2nncc2CO[C@H]1CN(C)C(=O)Nc1ccccc1,2.2%,x
C[C@H](CO)N1C[C@H](C)[C@@H](CN(C)C(=O)NC2CCCCC2)OCc2cnnn2CCCC1=O,0.5%,x
C[C@@H]1CCCCO[C@H](CN(C)S(=O)(=O)c2cn(C)cn2)[C@H](C)CN([C@@H](C)CO)C(=O)c2cc(NC(=O)c3ccccc3)ccc2O1,2.4%,x
CC(C)CC1C(=O)N(Cc2cn(CCC3OCCO3)nn2)CCS(=O)(=O)N1Cc1ccc(-c2cccc(CO)c2)cc1 (centres undefined),7.4%,x
Cc1cc(OC(C)C(=O)NC2CC(C)(C)NC(C)(C)C2)c2c(C)c(C)c(=O)oc2c1 (centres undefined),0.9%,x
CC1=C(C(=O)N(C)C)CC(CC(=O)NCc2cccs2)C(=O)N1CCCN1CCCC1=O (centres undefined),i,x
O=C(NCCS(=O)(=O)N1CCN(C(=O)c2ccco2)CC1)c1ccccc1,2.7%,x
COc1cc(N=Nc2ccc(Br)cc2)cc(C=O)c1O,3.0%,x
Cc1ccc(C(=O)OCC(=O)Nc2c(C)nn(-c3ccccc3)c2C)c(O)c1,1.9%,x
CN(C)c1ccc(Cl)c(NC(N)=S)c1,i,x
Nc1ccc(Cl)cc1C(=O)c1ccc[nH]1,i,x
Cc1ccc(S(=O)(=O)N2CCOCC2)cc1C(=O)OCC(=O)Nc1ccc(Cl)cn1,5.9%,x
CCN1C(=O)[C@H]2[C@@H](c3ccc(OC)cc3)N[C@]3(CCCN(CC4CCCCC4)C3=O)[C@H]2C1=O,4.5%,x
CCCCCC(=O)N1C[C@H](n2cc(C3CC3)nn2)[C@@H](O)C[C@@H]1c1ccc(Cl)cc1,1.0%,x
COC(=O)C[C@H]1C[C@@H]2c3cc(NC(=O)CN(C)C)ccc3O[C@@H]2[C@H](CO)O1,i,x
CS(=O)(=O)c1ccc(Cl)c(NC(=O)c2ccc(-n3cncn3)c([N+](=O)[O-])c2)c1,0.7%,x
CC1NC(=O)c2cccnc2-n2c1nc1cc(F)c(F)cc1c2=O (centres undefined),0.6%,x
CCCCCC(=O)N1C[C@@H](n2cc(C3CC3)nn2)[C@H](O)C[C@@H]1c1ccc(OC)cc1,0.6%,x
O=C(O)CSc1ccn(Cc2ccccc2)c1,i,x
CC1=C(C(=O)N2CCOCC2)CC(CC(=O)NCC2CCCCC2)C(=O)N1CCC1=CCCCC1 (centres undefined),2.4%,x
C[C@H](CO)N1C[C@H](C)[C@@H](CN(C)Cc2ccccc2)OCCCC[C@H](C)Oc2ccc(N(C)C)cc2C1=O,0.2%,x
FC(F)(F)C(F)(F)c1nc2nc(Cl)c(Cl)nc2[nH]1,2.5%,x
CN(CC(=O)Nc1ccc(Cl)c(C(F)(F)F)c1)S(=O)(=O)c1cnc[nH]1,2.3%,x
COc1ccc([C@H]2CN(CCc3ccccc3)C(=O)[C@@H]2CC(=O)Nc2ccccc2)cc1,4.8%,x
NS(=O)(=O)c1ccc(CCNC(=O)CSc2nc3ccsc3c(=O)n2Cc2ccccn2)cc1,4.0%,x
COc1ccc(S(=O)(=O)N2CCCOC2CNC(=O)C(=O)NCc2ccccc2C)cc1 (centres undefined),0.8%,x
Cc1ccc2c(=O)n3c(nc2c1)C(Cc1ccccc1)NC(=O)c1cc2ccccc2cc1-3 (centres undefined),8.9%,x
COCOCCn1cc(CN2CCS(=O)(=O)N(Cc3ccc(-c4ccc(Cl)c(Cl)c4)cc3)C(C)C2=O)nn1 (centres undefined),i,x
CC(C)[C@H](NC(=O)c1ccccc1F)C(=O)Nc1cccc(S(=O)(=O)N2CCOCC2)c1,i,x
Cc1noc(C)c1S(=O)(=O)N(C)C[C@H]1OCCCC[C@@H](C)Oc2ccc(NC(=O)CCCN(C)C)cc2C(=O)N([C@H](C)CO)C[C@@H]1C,i,x
C[C@@H]1CN([C@@H](C)CO)C(=O)CCCn2cc(nn2)CO[C@H]1CN(C)S(=O)(=O)c1cccc(F)c1,i,x
CCCCCC(=O)N1C[C@@H](n2cc(-c3ccc(F)cc3)nn2)[C@H](O)C[C@@H]1c1ccccc1,6.7%,x
Cc1cnc(C=O)c2cccc([N+](=O)[O-])c12,12%,x
CC1(C)CC(=O)C2=C(C1)OC1=C(C(=O)CC(C)(C)C1)C2c1ccccc1Cl,i,x
C[C@H](CO)N1C[C@H](C)[C@@H](CN(C)S(=O)(=O)c2ccccc2)OCc2cn(nn2)CCCC1=O,1.7%,x
c1ccc2c(-c3nc4ccccc4[nH]3)cccc2c1,i,x
c1coc(-c2cnc3ccccc3n2)c1,9.2%,x
COc1cccc(CN(C)C[C@H]2OCc3cnnn3CCCC(=O)N([C@@H](C)CO)C[C@@H]2C)c1,i,x
O=P1(O)CC2=C(CC=CC2)C1,0.8%,x
Nc1ccccc1-n1nc2ccc3ccccc3c2n1,4.9%,x
C[C@H](CO)N1C[C@H](C)[C@@H](CN(C)C(=O)c2cc(-c3ccccc3)on2)OCc2cnnn2CCCC1=O,0.0%,x
COc1cccc(CCNC(=O)c2cc(COc3cccc(OC)c3)on2)c1,0.5%,x
c1ccc2c(C3OCC4(CCCCC4)CO3)cccc2c1,0.9%,x
N#CCC(=O)Nc1ccc(C(=O)OCC(=O)Nc2cc(-c3ccccc3)nn2-c2ccccc2)cc1,4.4%,x
C[C@H](CO)N1C[C@H](C)[C@@H](CN(C)S(=O)(=O)c2ccc(Cl)cc2)OCc2cnnn2CCCC1=O,0.4%,x

A draw from above in order of heavy-atom count, ascending.
smiles,inhibitors of VEEV,Salmonella PhoP GFP
O=P1(O)CC2=C(CC=CC2)C1,0.8%,x
c1coc(-c2cnc3ccccc3n2)c1,9.2%,x
Cc1cnc(C=O)c2cccc([N+](=O)[O-])c12,12%,x
c1ccc2c(-c3nc4ccccc4[nH]3)cccc2c1,i,x
Nc1ccccc1-n1nc2ccc3ccccc3c2n1,4.9%,x
c1ccc2c(C3OCC4(CCCCC4)CO3)cccc2c1,0.9%,x
CC1(C)CC(=O)C2=C(C1)OC1=C(C(=O)CC(C)(C)C1)C2c1ccccc1Cl,i,x
COc1cccc(CCNC(=O)c2cc(COc3cccc(OC)c3)on2)c1,0.5%,x
CC(C)[C@H](NC(=O)c1ccccc1F)C(=O)Nc1cccc(S(=O)(=O)N2CCOCC2)c1,i,x
Cc1ccc2c(=O)n3c(nc2c1)C(Cc1ccccc1)NC(=O)c1cc2ccccc2cc1-3 (centres undefined),8.9%,x
C[C@H](CO)N1C[C@H](C)[C@@H](CN(C)S(=O)(=O)c2ccc(Cl)cc2)OCc2cnnn2CCCC1=O,0.4%,x
N#CCC(=O)Nc1ccc(C(=O)OCC(=O)Nc2cc(-c3ccccc3)nn2-c2ccccc2)cc1,4.4%,x
C[C@H](CO)N1C[C@H](C)[C@@H](CN(C)C(=O)c2cc(-c3ccccc3)on2)OCc2cnnn2CCCC1=O,0.0%,x
COCOCCn1cc(CN2CCS(=O)(=O)N(Cc3ccc(-c4ccc(Cl)c(Cl)c4)cc3)C(C)C2=O)nn1 (centres undefined),i,x
Cc1noc(C)c1S(=O)(=O)N(C)C[C@H]1OCCCC[C@@H](C)Oc2ccc(NC(=O)CCCN(C)C)cc2C(=O)N([C@H](C)CO)C[C@@H]1C,i,x

An excerpt; rates above refer to the full screens.
